PfHsp90 yeast 2: growth inhibition of yeast expressing Plasmodium Hsp90. 0.32% of 310,000 active. inhibition, % at 9.4 µM. S. cerevisiae expressing PfHsp90, BacTiter-Glo ATP, 48 h; yeast lacking PDR1 and PDR3 efflux regulators;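 active means every replicate shows inhibition above about 80%, whatever the replicate mean, limit read from the data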;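 further: 0% = DMSO neutral controls and 100% = 20 µM radicicol positive controls; yeast relying on Plasmodium falciparum Hsp90 in place of its own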
Rtt109 Vps75: C. albicans Rtt109 histone acetyltransferase inhibition; Q5AAJ8; purified Rtt109/Vps75, ThioGlo CoA-SH fluorescence, 4 h; inhibition, % at 34.9 µM; 0.16% of 330,000 active; AID 540336;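 active means inhibition of at least 50% in every replicate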
Target sequence (Q5AAJ8 whole entry, looked up): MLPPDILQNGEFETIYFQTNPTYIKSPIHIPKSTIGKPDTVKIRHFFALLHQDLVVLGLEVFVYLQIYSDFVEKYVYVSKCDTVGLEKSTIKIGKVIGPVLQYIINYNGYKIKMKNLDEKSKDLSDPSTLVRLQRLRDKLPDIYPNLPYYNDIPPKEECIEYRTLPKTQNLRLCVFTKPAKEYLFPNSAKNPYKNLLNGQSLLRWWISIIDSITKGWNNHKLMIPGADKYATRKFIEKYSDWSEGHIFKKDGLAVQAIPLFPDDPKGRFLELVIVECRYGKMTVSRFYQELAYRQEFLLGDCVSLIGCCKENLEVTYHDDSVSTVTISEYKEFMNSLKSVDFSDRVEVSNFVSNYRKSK
E coli growth: counter-screen for AddAB inhibitors: E. coli growth inhibition; inhibition, % at 11.9 µM; 0.27% of 330,000 active; AID 449728; E. coli V3065 growth, OD600 absorbance, 18 h;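 active means inhibition above the campaign's mean inhibition across all tested compounds plus 3 SD, cut at about 9.9% in these data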;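 further: uninfected addAB+ strain grown without phage in ampicillin broth; 0% = DMSO wells and 100% = ciprofloxacin 0.95 µg/ml wells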
phage Ecoli inh: E. coli growth loss with phage present | growth absorbance | inhibition, % at 11.9 µM | 0.26% of 360,000 active; in the data active means inhibition above about 11%
CAL PDZ inh: blocks peptide binding to human CAL PDZ domain; Q9HD26; AID 504414; 0.02% of 330,000 active; purified CAL PDZ, TMR-peptide fluorescence polarization, 1 h; inhibition, % at 20 µM;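 active means highest replicate inhibition of at least 40%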;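 further: plate controls were DMSO neutral control wells for no effect and unlabeled competitor peptide control wells for full effect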
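Test system: purified CerCALP PDZ construct; Compound dosing: one concentration, 20 µM compound; Also added: TMR-labelled reporter peptide T*-PRC34 bound in PDZ groove; Read-out: inhibition from polarization loss; Controls: unlabelled peptide and DMSO controls; Signal: FP readout, S and P plane fluorescence; Incubation: 1 h at RT.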
PvdQ acylase: blocks Pseudomonas aeruginosa PvdQ acylase activity; purified PvdQ acylase, fluorescence plate reader; inhibition, % at 10 µM; 0.063% of 340,000 active; AID 488965; in the data active means inhibition above about 30%, passing the limit was not always enough;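 further: 0% = vehicle neutral wells and 100% = reference inhibitor wells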
AddAB inh: less growth of phage-infected E. coli with AddAB. 0.29% of 330,000 active. inhibition, % at 11.9 µM. E. coli expressing H. pylori AddAB, absorbance growth. AID 435030; in the data active means inhibition above about 12%;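 further: 0% = vehicle wells of infected cells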
Tat export inh: E. coli Tat transport inhibition | E. coli MC4100 TorA-mCherry Tat export, fluorescence | 0.036% of 340,000 active | inhibition, % at 10 µM;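 active means mean replicate inhibition at least 50% and at least half of replicates individually reaching 50%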;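 further: exported cargo escapes ClpAP degradation while cytoplasmic cargo is degraded and loses fluorescence; 0% = median of neutral control wells and 100% = median of NaSCN control wells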
Wnt bcat act: Wnt/beta-catenin pathway activation; Wnt/beta-catenin reporter cell assay, activator, plate reader; AID 743398; activation, % at 9.35 µM; 1.2% of 300,000 active; in the data active means activation above about 30%, passing the limit was not always enough;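 further: 0% = neutral control wells and 100% = positive control wells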
DAGLB inh: diacylglycerol lipase beta (human) inhibition; HEK293T DAGLB membrane lysate, EnzChek fluorogenic substrate; inhibition, % at 5.17 µM; Q8NCG7; 0.059% of 340,000 active; in the data active means inhibition above about 34%;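 further: 0% = enzyme with vehicle and 100% = wells lacking enzyme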
Target sequence (Q8NCG7 whole entry, looked up): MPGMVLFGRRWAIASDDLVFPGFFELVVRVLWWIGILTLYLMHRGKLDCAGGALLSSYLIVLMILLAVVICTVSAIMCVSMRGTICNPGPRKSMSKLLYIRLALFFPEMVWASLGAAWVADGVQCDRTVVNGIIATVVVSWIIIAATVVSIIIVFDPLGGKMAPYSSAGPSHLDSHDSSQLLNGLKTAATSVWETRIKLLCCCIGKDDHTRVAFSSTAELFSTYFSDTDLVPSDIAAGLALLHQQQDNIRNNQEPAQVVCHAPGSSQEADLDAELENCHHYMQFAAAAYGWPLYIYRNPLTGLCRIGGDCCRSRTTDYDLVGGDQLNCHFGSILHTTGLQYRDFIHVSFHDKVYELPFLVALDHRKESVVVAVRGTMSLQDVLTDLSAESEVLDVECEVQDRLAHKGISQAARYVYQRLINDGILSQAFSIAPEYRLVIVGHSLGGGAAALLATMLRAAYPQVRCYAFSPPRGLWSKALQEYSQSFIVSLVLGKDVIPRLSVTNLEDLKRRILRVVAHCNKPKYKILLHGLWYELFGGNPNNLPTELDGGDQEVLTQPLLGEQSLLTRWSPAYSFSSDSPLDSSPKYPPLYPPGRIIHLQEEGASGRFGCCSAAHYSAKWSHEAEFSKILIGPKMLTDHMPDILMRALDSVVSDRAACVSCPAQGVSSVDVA
An asterisk follows results filed as active; . = no result given.

SMILES	PfHsp90 yeast 2	Rtt109 Vps75	E coli growth	phage Ecoli inh	CAL PDZ inh	PvdQ acylase	AddAB inh	Tat export inh	Wnt bcat act	DAGLB inh
Cc1oc(-c2cc(F)cc(F)c2)nc1CN1CCSCC1	8	-3	-2.3	2.1	0.0	6	2.6	-1	-1	-2
C[n+]1cccc(/C=N/NC(=O)CC23CC4CC(CC(C4)C2)C3)c1	3	.	0.4	1.7	-3.5	7	-2.4	-1	-1	2
Cc1ccc(C2CC(=O)C(C=NCCN3CCN(C(=S)Nc4ccc(F)cc4)CC3)=C(O)C2)cc1 (stereo unspecified)	-26	2	0.9	3.5	-0.2	0	1.4	3	-4	0
O=C(CSC1CCCCC1)Nc1ccccc1Br	-7	-1	-0.7	3.6	-1.3	-1	4.5	-4	0	-11
O=C(CSc1nnc(NC(=O)c2ccccc2)s1)NCC1CCCO1 (stereo unspecified)	1	-5	-0.3	2.8	0.2	-5	-1.0	-2	15	3
Nc1nc(SCCO)[nH]c(=O)c1NC(=O)c1ccc(Br)o1	-8	-5	1.7	1.6	-0.9	-7	4.0	-3	1	1
CCc1nnc(NC(=O)CN2CCN(S(C)(=O)=O)CC2)s1	-2	1	0.7	1.3	-1.6	-11	-0.2	4	1	2
O=C1CNC(=O)/C1=C/c1ccc(O)cc1	-10	9	-2.7	2.0	0.7	7	1.0	10	-2	-3
Cc1ccc(C(=O)NCCN2C3=NC[C@H](C(C)C)N3C[C@H]2Cc2ccc(O)cc2)cc1Br	10	23	-1.9	0.9	-8.3	1	0.7	-2	-1	-5
CC(C)NC(=O)CSc1nnc(-c2ccncc2)n1-c1ccccc1	5	6	3.1	1.4	-2.3	15	-2.2	-1	10	2
COc1cccc(/C=C/C(=O)OCC(=O)NCc2ccc3c(c2)OCO3)c1	12	1	-0.2	2.9	-1.1	-14	2.9	2	1	-5
O=C1OC2CC3CC1CC(O)(C3)C2 (stereo unspecified)	.	0	-1.8	3.4	-1.5	-2	1.5	4	.	-2
COc1cccc(C(C(=O)NC2CCCC2)N(C(=O)CNC(=O)c2ccco2)c2cccnc2)c1 (stereo unspecified)	2	8	-4.2	3.3	-2.0	4	4.7	6	1	-1
CCc1c(C)c(C#N)c2nc3ccccc3n2c1N(C)C	0	19	-1.4	4.2	0.2	6	1.6	8	.	-3
Nc1cc(S(=O)(=O)N2CCCCC2)ccc1Oc1ccc(Cl)cc1	-3	13	0.6	2.2	-2.8	-10	0.0	3	-2	-3
CC(C)(C)C(=O)N1CCN(c2ccc(Cl)cc2[N+](=O)[O-])CC1	5	.	0.4	3.4	-1.5	1	4.5	-2	1	0
COC(=O)c1cscc1NC(C)=O	10	7	-1.5	2.2	-0.8	-10	3.8	-1	-2	0
Cc1nc2cc(NCc3nc4ccccc4n3Cc3ccccc3)ccc2n1C	18	7	0.6	-0.5	-3.4	-16	-1.6	1	.	4
O=C(N/N=C/c1ccccc1C(=O)O)c1ccc(COc2cccc3cccnc23)cc1	0	0	-0.3	2.6	-1.6	-4	4.0	-6	1	-2
CC1(C2CC2)NC(=O)N(CC(=O)Nc2ccccc2F)C1=O (stereo unspecified)	5	6	.	4.5	0.2	10	.	1	2	-3
COc1ccc(NC(=O)c2ccc(COc3ccccc3Br)o2)cc1OC	0	4	1.5	4.2	-0.7	7	3.5	3	.	3
CC[C@@]1(c2ccccc2OC)ON(c2ccccc2C(F)(F)F)C1=O	-10	-8	4.6	2.4	-0.1	-14	3.3	-9	-2	-8
O=C(NCc1ccccc1)C1CCN(S(=O)(=O)c2ccc(N3CCCC3=O)cc2)CC1	26	13	2.0	2.4	-1.5	7	1.4	-3	2	0
O=C(Nc1ccc2cn[nH]c2c1)c1ccc(Cl)c(S(=O)(=O)N2CCOCC2)c1	-2	-18	1.6	3.4	-1.8	3	1.9	-6	-2	0
C[C@H](N)c1nnc(SCC(=O)N(C)C)o1	3	-1	0.2	1.9	1.0	-14	1.8	-6	-3	-2
CCOc1ccc(N=C2C(=O)Nc3ccc(C)c(Br)c32)cc1	-12	-3	-0.5	3.8	0.8	-9	3.6	-7	2	-2
CC(C)c1ccccc1OCCNC(=S)NC(=O)c1cccnc1	.	7	-3.6	-3.5	-0.6	-16	-2.9	0	-2	-4
C=CCn1c(SCC(=O)NCC2CCCO2)nc2scc(-c3ccccc3)c2c1=O (stereo unspecified)	-7	-2	0.3	-0.6	-1.5	-12	2.8	0	-2	-3
COc1ccc(CC2(CO)CCN(Cc3ccc4nsnc4c3)CC2)cc1	.	2	-1.6	1.1	-2.4	-4	1.2	-7	-1	-1
Cc1ccc(C(=O)N2CCc3ccccc32)cc1NC(=O)c1ccco1	-24	5	-3.3	0.9	-2.6	-3	3.7	-10	-2	1
CCC/C=C1/CCCOC(C(=O)NCc2ccccn2)(C(F)(F)F)C1 (stereo unspecified)	9	-1	0.2	0.9	-0.4	-9	3.5	0	-1	1
Cc1cc(Cl)ccc1OCC(=O)Nc1ccccc1NS(=O)(=O)c1cccs1	7	4	0.7	3.9	-0.3	1	-0.2	4	5	1
O=C(NCC1CCCO1)c1c(O)c2c([nH]c1=O)CCCC2 (stereo unspecified)	19	2	0.3	1.1	-2.0	-5	1.0	0	5	2
COc1cccc(-c2cc(C(=O)Nc3ccccc3SC)no2)c1	-18	3	2.0	1.9	0.1	5	2.5	-3	.	-16
COC(=O)c1c(C)oc(C)c1S(=O)(=O)Nc1ccc(C(C)C)cc1	-13	6	2.0	-0.5	0.0	-16	0.8	8	0	-4
Cc1cc(-c2ccc(C(C)C)c(S(=O)(=O)N3CCN(c4ccccn4)CC3)c2)on1	-7	-9	2.5	2.2	-4.9	-10	1.8	9	-2	-3
COc1ccccc1N1CCN(C(=O)c2cc(C3CC3)on2)CC1	10	-4	-1.1	-0.4	-0.1	-15	-1.2	-3	2	-7
CO/N=C(\CS(=O)(=O)Cc1ccc(OC)cc1)c1ccc(Cl)cc1	6	-7	-0.9	-0.5	-1.9	-22	2.9	6	-1	-6
COc1cc2c(OC(C)=O)c3c(c(-c4ccc5c(c4)OCO5)c2cc1OC)C(=O)OC3	31	2	-0.8	6.9	0.1	3	4.5	-1	-2	-1
CN1CCN(NC(=O)CSc2ccc(Cl)cc2Cl)CC1	7	.	0.3	2.0	-1.7	-3	1.1	-3	-4	1
CC(C)CNC(=S)NNC(=O)c1nn(C)cc1Cl	.	0	1.1	1.7	-1.9	-18	-0.9	-6	1	-1
CC1(C)COC(c2cc3c(cc2Br)OCO3)OC1	-15	-13	.	2.5	-0.4	-24	.	-9	-1	-3
CSc1ccccc1C(=O)Nc1ccccc1C(=O)N1CCCC1	.	2	-3.4	4.0	-1.3	-5	-1.0	2	-1	-1
CC(C)(C)C(=O)OCc1nc(-c2ccc(Cl)cc2)cs1	-17	2	-3.9	1.7	-0.5	-6	2.5	4	-5	-15
CSc1ccc(/C=N/n2c(COc3ccccc3)n[nH]c2=S)cc1	-28	-4	2.1	1.3	-1.2	-5	-0.7	8	3	6
Cc1cc(CN(C)C(=O)C2CCC(=O)N(CCc3ccccc3)C2)n[nH]1 (stereo unspecified)	8	-4	.	-0.1	-1.7	-8	.	-5	0	2
NS(=O)(=O)c1ccc2nc(NC(=O)CS(=O)(=O)c3ccc(F)cc3)sc2c1	-6	21	0.4	2.7	-3.1	6	0.0	-9	4	-1
CNC(=O)c1csc(-c2ccc(C)cc2)n1	26	17	1.2	2.0	-2.1	-5	-1.8	-4	7	-1
CC(C)(C)NC(=O)COC(=O)c1ccccc1Nc1ccc(SC(F)F)cc1	-14	-2	-1.4	1.0	-0.5	-7	0.1	6	.	-5
O=C(NNC(=O)c1ccccc1C(=O)O)c1cc2ccccc2o1	6	-9	0.7	-2.4	-1.8	0	0.3	0	-1	-5
Cc1ccc(CSCCNC(=O)c2ccc(C)cc2)cc1	-3	.	-1.9	6.0	0.6	11	1.8	3	0	-14
O=C(/C(=C/O)N=Nc1ccccc1)c1ccncc1	.	0	1.4	2.9	-0.1	2	2.5	-2	.	3
CN1CC=C2C(C#N)=C(N)C(C#N)(C#N)C(c3cccc(Cl)c3Cl)C2C1 (stereo unspecified)	3	0	0.0	-0.6	.	-9	1.1	-15	.	1
Cn1c(SCc2cccc(Br)c2)nc2ccccc2c1=O	-5	-1	-1.4	1.8	-2.0	-18	3.2	-2	-4	-5
Cc1ccc(C(c2nnnn2C2CCCC2)N2CCN(c3nc4ccccc4s3)CC2)cc1 (stereo unspecified)	-12	2	1.4	1.5	-2.1	11	2.6	-2	.	-1
Cc1ccc(OCC(=O)NNC(=O)Cn2nnc(-c3ccccc3)n2)cc1	10	0	0.2	1.9	.	-1	-1.9	-3	-2	-3
O=C(Nc1nnc(SCc2ccccc2)s1)c1cccs1	-8	-11	-2.0	0.8	-3.6	-9	0.5	2	8	4
O=C1C2C3C=CC(CC3)C2C(=O)N1c1ccc([N+](=O)[O-])cc1 (stereo unspecified)	19	-1	0.4	-1.0	-0.9	-3	1.2	-9	1	1
O=C(CCC(=O)Nc1ccccc1Cl)NN=C1CCCC1	12	2	.	0.8	-2.7	-10	.	9	-1	1
Cc1cc(NC(=O)c2ccco2)ncc1NC(=O)CCc1ccccc1	7	.	-0.8	3.4	-1.2	-14	0.8	-10	.	3

Following part.
SMILES	PfHsp90 yeast 2	Rtt109 Vps75	E coli growth	phage Ecoli inh	CAL PDZ inh	PvdQ acylase	AddAB inh	Tat export inh	Wnt bcat act	DAGLB inh
COC(=O)CSC1=C(C#N)C(c2ccccc2OC)C(C(=O)OC)C(=O)N1 (stereo unspecified)	9	-8	0.8	-0.6	-0.3	6	-0.9	-7	0	3
C=CCOc1ccc(C(c2c(C)n(C)n(-c3ccccc3)c2=O)c2c(C)n(C)n(-c3ccccc3)c2=O)cc1	-1	5	-1.0	2.7	-0.2	-16	0.7	-8	0	-1
O=C(CSc1nc2cc(Cl)ccc2s1)N1CCN(C(=O)c2ccco2)CC1	-11	-12	-1.1	0.1	-1.6	3	0.0	3	.	1
CC(C)N1CCN(S(=O)(=O)c2ccc3ccccc3c2)CC1	-10	-5	0.3	3.5	.	5	2.5	-2	-1	-2
COC(=O)c1cccc(NC(=O)CSc2nc(=O)cc(N)n2-c2ccccc2)c1	22	6	-4.0	4.1	-1.3	1	-0.8	-14	-6	-5
COc1cc2cnc(-c3ccccc3)cc2cc1OC	12	-3	-1.2	1.3	-6.4	10	-0.1	-3	4	0
CCOc1ccc(NC(=O)c2ccc(N3CC4CC(C3)c3cccc(=O)n3C4)c(NC(=O)CCN3CCOCC3)c2)cc1 (stereo unspecified)	-2	2	-4.3	0.9	-2.6	-14	2.7	4	2	2

Fetched by structure from the entries so far:
SMILES	PfHsp90 yeast 2	Rtt109 Vps75	E coli growth	phage Ecoli inh	CAL PDZ inh	PvdQ acylase	AddAB inh	Tat export inh	Wnt bcat act	DAGLB inh
COC(=O)CSC1=C(C#N)C(c2ccccc2OC)C(C(=O)OC)C(=O)N1 (stereo unspecified)	9	-8	0.8	-0.6	-0.3	6	-0.9	-7	0	3
O=C(CSc1nc2cc(Cl)ccc2s1)N1CCN(C(=O)c2ccco2)CC1	-11	-12	-1.1	0.1	-1.6	3	0.0	3	.	1
CC(C)N1CCN(S(=O)(=O)c2ccc3ccccc3c2)CC1	-10	-5	0.3	3.5	.	5	2.5	-2	-1	-2
CCOc1ccc(NC(=O)c2ccc(N3CC4CC(C3)c3cccc(=O)n3C4)c(NC(=O)CCN3CCOCC3)c2)cc1 (stereo unspecified)	-2	2	-4.3	0.9	-2.6	-14	2.7	4	2	2

Assay outcomes from PubChem.
